TEAD-YAP inh: TEAD-YAP interaction inhibition, primary screen, TEAD-YAP interaction inhibitor project, luminescence, HEK-TIYL cells; inhibition, % at 9.12 µM; AID 1259422, 2018; 640,000 compounds, 1.4% hits; TEAD-Gal4/YAP UAS-luciferase luminescence; in the data active = inhibition above about 32%;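 also: 0% = median of test compound wells and 100% = reference inhibitor wells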
MITF inh: MITF inhibitors, primary screen, biochemical, AlphaScreen, human | Microphthalmia-associated transcription factor (Homo sapiens), O75030 | 650,000 compounds, 0.91% hits | inhibition, % at 2.6 µM | AlphaScreen MITF homodimerization, bead proximity signal; in the data active = inhibition above about 50%;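 also: 0% = vehicle wells with protein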
FBW7 activator: FBW7 E3 ligase activators, primary screen, biochemical, AlphaScreen, human; AlphaScreen FBW7–phospho-cyclin E peptide binding, activator screen; F-box/WD repeat-containing protein 7 (Homo sapiens), Q969H0; 650,000 compounds, 0.13% hits; normalized activity (activation), % at 26.1 µM; in the data active = normalized activity above about 1.9%;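 also: purified mutant Fbw7 with reduced substrate affinity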
Target sequence (Q969H0 whole entry, looked up): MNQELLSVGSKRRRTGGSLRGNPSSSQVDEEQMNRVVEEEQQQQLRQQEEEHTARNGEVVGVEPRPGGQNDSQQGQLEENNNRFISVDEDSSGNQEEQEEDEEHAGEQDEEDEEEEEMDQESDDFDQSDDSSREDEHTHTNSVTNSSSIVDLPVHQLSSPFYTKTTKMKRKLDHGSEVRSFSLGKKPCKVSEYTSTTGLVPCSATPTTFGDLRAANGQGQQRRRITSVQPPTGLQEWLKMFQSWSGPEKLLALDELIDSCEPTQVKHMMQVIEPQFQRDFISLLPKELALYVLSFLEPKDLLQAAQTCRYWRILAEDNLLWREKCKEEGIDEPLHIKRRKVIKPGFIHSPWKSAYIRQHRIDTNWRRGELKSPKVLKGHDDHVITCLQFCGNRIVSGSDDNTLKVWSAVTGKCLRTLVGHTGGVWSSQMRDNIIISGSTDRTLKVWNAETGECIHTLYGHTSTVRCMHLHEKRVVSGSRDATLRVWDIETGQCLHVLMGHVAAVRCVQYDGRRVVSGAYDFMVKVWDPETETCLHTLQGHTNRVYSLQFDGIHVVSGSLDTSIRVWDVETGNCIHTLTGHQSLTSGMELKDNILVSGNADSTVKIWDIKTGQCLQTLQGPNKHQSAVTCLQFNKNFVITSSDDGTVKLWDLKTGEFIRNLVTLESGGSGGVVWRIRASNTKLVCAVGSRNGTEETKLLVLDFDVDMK
GPR151 activ: activators of human GPR151, primary screen, cell-based, PathHunter beta-arrestin, luminescence; 650,000 compounds, 1% hits; PathHunter beta-arrestin GPR151 cells; G-protein coupled receptor 151 (Homo sapiens), Q8TDV0; activation, % at 11.2 µM; in the data active = activation above about 4.9%;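 also: 0% = median of compound wells and 100% = cells with positive control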
* hit, by the source's call; . = not tested or not shown. Rows were taken by chance; any-hit rate near 3.4%.

structure	MITF inh	GPR151 activ	FBW7 activator	TEAD-YAP inh
O=C(Sc1nc(-c2ccccc2)[nH]c1S(=O)(=O)c1ccccc1)c1ccccc1	-5	0.8	0.2	2
C/C(CC(=O)NCc1ccco1)=N\NC(=O)OC(C)(C)C	-2	-0.5	-0.1	-45
Nc1nc(N2CCN(c3ccccn3)CC2)nc2c1ncn2Cc1ccc(C(F)(F)F)cc1	23	-2.1	0.2	-5
O=C1C2C3CCC(C3)C2C(=O)N1c1ccc(Br)cc1Cl (stereo not given)	-4	1.2	-0.1	-4
CNC(=O)c1c(NC(=O)CC2SC(=O)NC2=O)sc2c1CCCC2 (stereo not given)	10	-1.2	0.1	3
COc1ccc(-c2noc(CN(C3CCCCC3)S(=O)(=O)c3ccccc3)n2)cc1	1	-1.7	0.0	-4
CC1=C(C(=O)Nc2ccc(Br)cc2)C(c2ccccc2)NC(=O)N1C (stereo not given)	4	0.0	-0.2	6
O=C(Nc1ccc(O)cc1)c1ccc(C(=O)c2ccccc2)o1	19	1.2	0.2	-2
Cc1cc2ccccc2c(=O)n1CC(=O)NCCCN1CCC(C)CC1	8	-0.7	-0.1	-1
Cc1ccc(S(=O)(=O)N2CCN(Cc3cccc(Oc4ccccc4)c3)CC2)cc1	-6	-1.2	-0.1	-16
COc1ccc(NCCCC(=O)N/N=C/c2ccccc2O)cc1	-3	1.6	-0.1	-6
COc1ccc(/C=C2/SC(=S)N(C)C2=O)cc1Br	-7	-0.4	-0.1	7
CCOC(=O)c1c(NC(=O)C(C)Sc2cn(C)c3ccccc23)sc2c1CCCC2 (stereo not given)	-4	-0.7	.	.
O=C1CC(C(=O)N2CCc3c(nc[nH]c3=O)C2)CN1Cc1ccccc1 (stereo not given)	12	-0.5	-0.1	10
CCN(CCO)C(=O)CCN1C(=O)/C(=C/c2cccc(Br)c2)SC1=S	0	-1.6	-0.1	-3
CCN(CC1CCCO1)C(=O)CC1(c2ccccc2)CC(=O)N(CCc2ccccn2)C1=O (stereo not given)	21	-0.8	0.1	-10
O=C(/C=C/c1ccccc1)NNC(=O)c1cccc(Cl)c1	10	2.5	0.1	13
CCN1/C(=C2/SC(=S)N(N)C2=O)Sc2ccccc21	7	1.9	0.8	1
O=C(COc1ccccc1)Nc1cccc(Cl)c1	17	-1.0	0.9	-32
CC(=O)Nc1ccc(CN2CCOc3ccc(CN(C)CCc4ccccn4)cc3C2)cc1	11	3.4	0.0	-2
O=C1CCSc2ccc3ccccc3c21	5	-0.8	0.2	4
CCCCCn1c(SCC(=O)N2CCCC2)nc2cc(C(=O)NCc3ccco3)ccc2c1=O	1	-0.1	-0.1	10
O=C(NCc1ccc(F)cc1)c1nn2c(c1Cl)NC(c1ccco1)CC2C(F)(F)F (stereo not given)	2	1.1	0.0	11
COC(=O)c1c(OCCN2CCCC2=O)cc(=O)n2c1CCN(CC(C)C)CC2	-5	-0.8	0.0	-6
Cc1cc(Cl)c(S(N)(=O)=O)cc1OCC(=O)NC1CCCCC1	1	1.2	-0.3	-3

structure	MITF inh	GPR151 activ	FBW7 activator	TEAD-YAP inh
CC(=O)c1ccc(OC(=O)c2ccco2)cc1	5	-1.2	0.0	-2
CN1CCN(CCNC(=O)c2cc3c(=O)n(C)c4ccccc4c3n2C)CC1	-5	-0.7	0.1	-4
N[C@@H](Cc1ccc(-c2cn[nH]c2)cc1)C(=O)NCc1ccccc1	0	0.4	0.1	-4
O=C(CCn1cccn1)N1CCOc2ccc(CN3CCN(c4ccccc4)CC3)cc2C1	-20	0.6	-0.2	8
CC1(C)CC(NC(=O)COc2ccc(Cl)cc2Br)CC(C)(C)N1	-5	0.5	0.2	-12
O=C(NCc1noc2ccccc12)Nc1cc(F)ccc1F	12	-1.1	0.6	-3
Cc1ccccc1-n1c(SCC(=O)NC(N)=O)nnc1-c1ccncc1	-3	0.2	0.0	-6
Cc1ncc2c(c1CNC(=O)C1CCOCC1)CCN(C/C(Cl)=C/c1ccccc1)C2	16	1.3	-0.1	-3
CCOC(=O)C1=C(C)N=c2s/c(=C\c3cccc(OCc4ccc([N+](=O)[O-])cc4)c3)c(=O)n2C1c1ccc(Cl)cc1 (stereo not given)	3	0.4	-0.1	-5
COc1ccc(CN2CCOc3ccc(C(O)c4cccnc4)cc3C2)c(OC)c1 (stereo not given)	1	-1.0	-0.2	0
O=C(O)C1CS/C(=C\c2ccc(-n3ccnc3)cc2)N1 (stereo not given)	-15	2.9	-0.1	2
CC1C(c2ccccc2)N(C)C(c2ccccc2)CC1(O)c1ccc(F)cc1 (stereo not given)	16	0.2	0.0	5
O=C(CSc1ccccc1C(=O)O)NCCOc1ccccc1	-6	-1.8	0.2	16
COc1ccccc1C(=O)NCCn1cc(SCC(=O)Nc2ccc3c(c2)OCCO3)c2ccccc21	-12	0.7	-0.1	7
COc1ccc(-c2nsc(SCC(=O)Nc3cc(OC)ccc3OC)n2)cc1	6	0.1	-0.2	0
Cc1ccc(S(=O)(=O)N/N=C/c2ccc(Cl)c([N+](=O)[O-])c2)cc1	12	0.0	0.3	3
CCOCCCNC(=O)Cn1nc(C)n2cccc2c1=O	3	-0.9	-0.3	1
Cc1ccc2nc(-c3ccc(NC(=O)Cc4ccccc4)cc3)sc2c1	-4	0.6	-0.4	-18
Cc1cccc(NC(=O)c2ccc(NCCCC3CCCCCC3)c([N+](=O)[O-])c2)c1	-3	-0.5	-0.3	-3
O=C(CCCCn1c(=O)[nH]c2ccccc2c1=O)N1CCN(c2ccc(F)cc2)CC1	-5	1.4	0.1	7
CCOc1cccc(C2CC(c3ccc(C)cc3)=NC(c3ccc(C(=O)OC)cc3)N2)c1O (stereo not given)	7	-0.6	0.5	-46
CCOc1ccc(C2=NN(CC)C(=O)CC2)cc1	-3	-0.6	-0.2	-35
CCOC(=O)N1CCN(C(=O)Cn2cc(NC(=O)c3ccccn3)cn2)CC1	5	-0.7	-0.2	-3
NC(=O)C1CCN(Cc2nnnn2CCc2ccccc2)CC1	10	-0.7	0.1	4
COC(=O)c1cc(Cl)c(NC(=O)c2c(OC)cccc2OC)cc1OC	17	0.6	1.0	-8

One compound at a time, from the list above.
`O=C(Sc1nc(-c2ccccc2)[nH]c1S(=O)(=O)c1ccccc1)c1ccccc1` as listed: MITF inh: -5; GPR151 activ: 0.8; FBW7 activator: 0.2; TEAD-YAP inh: 2
`CCOC(=O)C1=C(C)N=c2s/c(=C\c3cccc(OCc4ccc([N+](=O)[O-])cc4)c3)c(=O)n2C1c1ccc(Cl)cc1` (stereo not given) as listed: MITF inh: 3; GPR151 activ: 0.4; FBW7 activator: -0.1; TEAD-YAP inh: -5

The listing continues.
structure	MITF inh	GPR151 activ	FBW7 activator	TEAD-YAP inh
CC(Oc1ccc(C#N)cc1)C(=O)NN (stereo not given)	0	-0.5	-0.1	-4
CCC(=O)N1CCc2cc(S(=O)(=O)Nc3ccc(OC)cc3)ccc21	-5	-0.4	0.1	-6
CC(C)Cc1ccc(C2=CSC3=NCCN23)cc1	16	-0.2	0.2	3
Cc1ccc2nc3c(cc(C#N)c(=N)n3CC3CCCO3)c(=O)n2c1 (stereo not given)	-4	-1.3	-0.4	-28
COc1cc(Nc2ccn3ncc(-c4cccc(N(C)C)c4)c3n2)cc(OC)c1OC	5	0.2	1.7	-9
CC(=O)N1N=C(c2ccc3nccnc3c2)CC1c1ccccc1 (stereo not given)	13	5.9*	0.0	1
CCOc1ccc(C2=NN3C(C2)c2cc(Cl)ccc2OC3c2ccc(N(C)C)cc2)cc1 (stereo not given)	-1	0.8	0.0	-9
Cc1cccc(NC(=O)CN(c2ccc(Br)c(C)c2)S(C)(=O)=O)c1	11	10*	0.2	3
O=C(Nc1ccc(Cc2ccncc2)cc1)c1cc([N+](=O)[O-])ccc1N1CCOCC1	-1	0.0	-0.1	-1
Cc1cccc(N2CCN(C(=O)Cn3ncn4nc(-c5cccs5)cc4c3=O)CC2C)c1 (stereo not given)	16	-3.2	0.4	-6
Nc1nnc(SCC(=O)Nc2ccc(S(=O)(=O)N3CCOCC3)cc2)s1	12	0.2	-0.1	-4
CC(O)CC(=O)NNC(=S)Nc1ccc(Cl)c(Cl)c1 (stereo not given)	-1	0.0	0.0	3
CC(C)=C(NC(=O)c1ccccc1)C(=O)Nc1ccc(C(=O)O)cc1	-7	-0.1	-0.1	-2
COc1ccc(C(=O)Nc2ncc3c(n2)CC(c2cccs2)CC3=O)cc1 (stereo not given)	-9	1.7	0.2	17
COc1ccc(C2C(=O)N(C3CCC(C)CC3)CC(=O)N2Cc2ccccc2)cc1OC (stereo not given)	5	-1.5	0.1	-1
O=C(O)CSc1ncnc2sc(-c3ccccc3)cc12	16	-0.9	0.3	-7
S=C(NCc1ccccc1)c1ccccn1	1	-0.2	-0.1	0
COc1ccc(/C=C/C(=O)NC2CC2)cc1	14	-3.0	0.1	-45
Cc1ccn2c(CNCCn3nc(C)cc3C)c(C(=O)N3CCCCCC3)nc2c1	2	1.1	0.0	7
O=C(CSc1ccc(Br)c2cccc(Cl)c12)Nn1cnnc1	-6	0.4	0.2	-7
COc1ccccc1OCCNC(=O)c1ccccc1O	-3	-1.1	-0.1	-23
COC(=O)c1ccc(NC(=O)COc2ccc(S(=O)(=O)NC(C)C)cc2Cl)cc1	4	1.1	-0.1	-1
O=C(Cn1nc2ccccc2n1)N1CCOc2ccc(C(O)C3CCCCC3)cc2C1 (stereo not given)	-20	-0.5	0.1	-6
COc1ccc(CCNC(=O)C(=O)NCc2ccc(Cl)cc2)cc1OC	11	2.9	0.2	7
C/C=C/C(=O)OCc1cc([N+](=O)[O-])cc2c1OCOC2	-7	1.8	0.1	-2

structure	MITF inh	GPR151 activ	FBW7 activator	TEAD-YAP inh
COc1ccc(-c2nnc(NC(=O)c3ccc(N(C)C)cc3)o2)cc1	2	-0.5	-0.2	5
O=C(O)C1CCCN1C(=O)C12CC3CCC(CC(C3)C1)C2 (stereo not given)	6	-1.4	0.0	-4
COc1cccc(CC(=O)N2CCC3(CC2)OCc2cc(-c4ccco4)ccc2O3)c1	10	-0.6	0.4	-10
Cc1nnc(SCC(=O)Nc2ccc(Cl)cc2F)s1	10	-1.0	0.1	-3
C#CCn1cnc2c(nnn2-c2cc(C)cc(C)c2)c1=O	-8	1.4	0.1	8
COc1ccc(-n2nc(C(=O)N(C)Cc3ccccc3)c3ccccc3c2=O)cc1	6	1.5	0.0	3
CCc1ccc2oc(-c3ccc(NC(=O)c4cncc(Br)c4)cc3)nc2c1	6	0.8	0.5	-34
O=C(Nc1ccc(Cl)cc1Cl)c1ccc([N+](=O)[O-])o1	25	-0.9	0.4	20
COC(=O)c1ccccc1NC(=O)c1ccc(C(C)C)cc1	0	1.8	0.1	-12
Cc1cc(NCc2ccccc2)n2ncnc2n1	12	0.8	-0.2	3
COc1ccccc1NC(=O)Cc1nnc(SCC(=O)c2cccc([N+](=O)[O-])c2)n1C	-9	-0.3	0.0	1
COC(=O)[C@@H]1CCCN1C1CCC(=O)N(Cc2cccc(Cl)c2)CC1 (stereo not given in full)	-3	1.6	0.0	7
CCCN(CCO)Cc1ccccc1Cl	14	1.6	0.7	15
COc1cc(C(=O)N/N=C/c2ccco2)ccc1O	9	-1.4	-0.2	11
N#C/C=C(/Nc1ccc2c(c1)OCO2)c1ccc(Br)cc1	-6	0.6	0.1	-24
CCN(C(=O)CSc1ncccn1)c1ccccc1	5	0.6	0.1	2
CCN(CC)Cc1c(C(=O)N/N=C/c2ccc(O)c([N+](=O)[O-])c2)nnn1-c1nonc1N	75*	-0.9	-0.2	12
COc1ccc(S(=O)(=O)N2C3CCC2CC(NC(=O)C2CC2)C3)cc1 (stereo not given)	7	-0.1	0.0	6

Of the compounds above, these contain two or more sulfur atoms.
structure	MITF inh	GPR151 activ	FBW7 activator	TEAD-YAP inh
O=C(Sc1nc(-c2ccccc2)[nH]c1S(=O)(=O)c1ccccc1)c1ccccc1	-5	0.8	0.2	2
CNC(=O)c1c(NC(=O)CC2SC(=O)NC2=O)sc2c1CCCC2 (stereo not given)	10	-1.2	0.1	3
COc1ccc(/C=C2/SC(=S)N(C)C2=O)cc1Br	-7	-0.4	-0.1	7
CCOC(=O)c1c(NC(=O)C(C)Sc2cn(C)c3ccccc23)sc2c1CCCC2 (stereo not given)	-4	-0.7	.	.
CCN(CCO)C(=O)CCN1C(=O)/C(=C/c2cccc(Br)c2)SC1=S	0	-1.6	-0.1	-3
CCN1/C(=C2/SC(=S)N(N)C2=O)Sc2ccccc21	7	1.9	0.8	1
COc1ccc(-c2nsc(SCC(=O)Nc3cc(OC)ccc3OC)n2)cc1	6	0.1	-0.2	0
Nc1nnc(SCC(=O)Nc2ccc(S(=O)(=O)N3CCOCC3)cc2)s1	12	0.2	-0.1	-4
O=C(O)CSc1ncnc2sc(-c3ccccc3)cc12	16	-0.9	0.3	-7
Cc1nnc(SCC(=O)Nc2ccc(Cl)cc2F)s1	10	-1.0	0.1	-3
